GSK3A inh: inhibitors of human GSK-3 alpha kinase. inhibition, % at 10 µM. actives 0.1% (n = 320,000). ADP-Glo luminescence, 60 min;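 in the data active means inhibition above about 50%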;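 further: GST-tagged GSK-3 alpha with peptide substrate and 25 µM ATP; 0% = DMSO neutral wells and 100% = GW8510 positive control wells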
Target sequence (P49840 whole entry, looked up): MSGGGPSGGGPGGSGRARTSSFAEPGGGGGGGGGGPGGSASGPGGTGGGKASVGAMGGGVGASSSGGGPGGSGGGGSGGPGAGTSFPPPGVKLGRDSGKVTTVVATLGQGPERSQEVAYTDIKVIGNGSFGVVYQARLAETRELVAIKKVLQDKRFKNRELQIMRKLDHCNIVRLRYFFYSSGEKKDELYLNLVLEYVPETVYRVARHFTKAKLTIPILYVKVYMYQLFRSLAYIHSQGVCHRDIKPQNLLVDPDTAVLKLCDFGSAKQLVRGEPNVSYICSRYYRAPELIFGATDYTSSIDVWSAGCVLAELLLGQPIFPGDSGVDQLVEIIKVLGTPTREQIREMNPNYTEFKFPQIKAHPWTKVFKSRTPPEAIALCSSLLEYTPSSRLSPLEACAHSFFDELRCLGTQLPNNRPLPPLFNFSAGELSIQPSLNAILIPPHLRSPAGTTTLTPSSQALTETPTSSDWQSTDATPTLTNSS
Active calls of the source: *. The list is partial; rates above refer to the full screens.

SMILES	GSK3A inh
O=C(NCC(c1ccco1)N1CCCC1)c1sc2cc(F)ccc2c1Cl (stereo not drawn)	1
Cc1ccccc1C(=O)NCC(=O)NNC(=O)c1cccc(Cl)c1	-4
O=C(Nc1ccccc1)c1nc[nH]c1C(=O)NCCCCCCNC(=O)c1[nH]cnc1C(=O)Nc1ccccc1	-5
Cc1cccc(OC(C)C(=O)Nc2cc(Cl)ccc2-n2cncn2)c1 (stereo not drawn)	0
CN(CC(=O)N(C)CC(=O)Nc1c(Cl)cccc1Cl)Cc1ccc(Br)s1	1
C[C@H](CO)N1C[C@H](C)[C@H](CN(C)CC2CCCCC2)Oc2ccc(NS(=O)(=O)c3ccc(F)cc3)cc2CC1=O	-3
O=C(c1cc(-c2ccc(F)cc2)nc2ccccc12)N1CCN(C2CCS(=O)(=O)C2)CC1 (stereo not drawn)	1
O=C(CSc1nnc(-c2ccco2)o1)NCCc1ccccc1	-7
CN(C)CCN[C@H]1CCC2C3CC=C4C[C@@H](O)CC[C@]4(C)C3CC[C@@]21C (stereo partly drawn)	0
COC(=O)[C@]12C(=O)NC[C@H](CN1c1ccc(Cl)c(C)c1)N2C	1
COC(=O)[C@H](Cc1ccccc1)N(Cc1ccccc1)S(=O)(=O)N(Cc1ccccc1)[C@@H](Cc1ccccc1)C(=O)OC	-2
Cc1cccc(C(=O)OCC(=O)NCCN2C(=O)CSC2=O)c1[N+](=O)[O-]	-5
Cc1ccc(S(N)(=O)=O)cc1	-3
COc1ccc(NC(=O)COC(=O)Cc2ccsc2)c(OC)c1	0
COCc1c(C(=O)NCCOc2ccc(Cl)cc2)oc2ccccc12	-1
CC(C)NC(=O)N(C)C[C@H]1Oc2c(NS(=O)(=O)c3ccccc3)cccc2C(=O)N([C@H](C)CO)C[C@@H]1C	0
O=C(CN1C(=O)NC2(CCCC2)C1=O)Nc1nc(-c2ccc(F)c(F)c2)cs1	-4
O=C(/C=C/c1ccc(S(=O)(=O)N2CCOCC2)cc1)NCCc1ccc(C(F)(F)F)cc1	-2
O=S(=O)(Nc1ccccc1)c1ccc(S(=O)(=O)N2CCCC2)cc1	-3
O=C(CN1C(=O)NC2(CCCCCCC2)C1=O)Nc1ccc(Br)cc1Br	5
CN1C(C)(C)CCCC1(C)C	0
Cc1cc(Cn2nnc(-c3ccc(Br)cc3)n2)cc(C)c1O	-5
CC1CCCC(NC(=O)Cn2c(Cl)nc3c2c(=O)n(C)c(=O)n3C)C1C (stereo not drawn)	-1
COCCOc1cc(NCc2ccccc2)c2ncn(C(C)C)c2c1	-1

Ordered by molar mass (low to high): 19 of the compounds above.
SMILES	GSK3A inh
CN1C(C)(C)CCCC1(C)C	0
Cc1ccc(S(N)(=O)=O)cc1	-3
COC(=O)[C@]12C(=O)NC[C@H](CN1c1ccc(Cl)c(C)c1)N2C	1
O=C(CSc1nnc(-c2ccco2)o1)NCCc1ccccc1	-7
COc1ccc(NC(=O)COC(=O)Cc2ccsc2)c(OC)c1	0
COCCOc1cc(NCc2ccccc2)c2ncn(C(C)C)c2c1	-1
Cc1cc(Cn2nnc(-c3ccc(Br)cc3)n2)cc(C)c1O	-5
COCc1c(C(=O)NCCOc2ccc(Cl)cc2)oc2ccccc12	-1
CN(C)CCN[C@H]1CCC2C3CC=C4C[C@@H](O)CC[C@]4(C)C3CC[C@@]21C (stereo partly drawn)	0
O=S(=O)(Nc1ccccc1)c1ccc(S(=O)(=O)N2CCCC2)cc1	-3
Cc1cccc(C(=O)OCC(=O)NCCN2C(=O)CSC2=O)c1[N+](=O)[O-]	-5
CC1CCCC(NC(=O)Cn2c(Cl)nc3c2c(=O)n(C)c(=O)n3C)C1C (stereo not drawn)	-1
O=C(CN1C(=O)NC2(CCCC2)C1=O)Nc1nc(-c2ccc(F)c(F)c2)cs1	-4
O=C(c1cc(-c2ccc(F)cc2)nc2ccccc12)N1CCN(C2CCS(=O)(=O)C2)CC1 (stereo not drawn)	1
O=C(/C=C/c1ccc(S(=O)(=O)N2CCOCC2)cc1)NCCc1ccc(C(F)(F)F)cc1	-2
CN(CC(=O)N(C)CC(=O)Nc1c(Cl)cccc1Cl)Cc1ccc(Br)s1	1
O=C(CN1C(=O)NC2(CCCCCCC2)C1=O)Nc1ccc(Br)cc1Br	5
CC(C)NC(=O)N(C)C[C@H]1Oc2c(NS(=O)(=O)c3ccccc3)cccc2C(=O)N([C@H](C)CO)C[C@@H]1C	0
COC(=O)[C@H](Cc1ccccc1)N(Cc1ccccc1)S(=O)(=O)N(Cc1ccccc1)[C@@H](Cc1ccccc1)C(=O)OC	-2

Next section.
SMILES	GSK3A inh
O=C(C[C@H]1C/C=C\CC[C@H](Cc2ccc(F)cc2)C(=O)OCCNC1=O)NCCO	-2
O=C(c1ccc2c(c1)OCO2)N1CCN(S(=O)(=O)c2ccc(Br)cc2Cl)CC1	7
COc1ccc(CC(=O)OC(C)C(=O)Nc2c(C)n(C)n(-c3ccccc3)c2=O)cc1OC (stereo not drawn)	-1
C[C@H](CO)N1C[C@H](C)[C@@H](CN(C)S(=O)(=O)c2ccc(F)cc2)Oc2c(NC(=O)Cc3ccccc3)cccc2C1=O	-1
CC(C)(C)c1ccc(OCCC(=O)OCC(=O)NC2CC2)cc1	-5
COc1ccc(NC(=O)c2ccc(NC(=O)CN3CCN(c4ccccc4)CC3)cc2)cc1	0
O=C(Nc1cccc(S(=O)(=O)NC2=NCCC2)c1)c1cnc(Cl)c(Cl)c1	4
CCN1CCN(S(=O)(=O)c2ccc3c4c(cccc24)C(=O)N3CC)CC1	-5
Oc1cc(-c2ccc(N3CCCCC3)nc2)cc2cccnc12	-28
COCc1ccc(-c2c(-c3ccsc3)sc3ccccc23)cc1	-2
COc1ccc(NS(=O)(=O)c2cc(NC(=O)c3ccc(=O)[nH]n3)ccc2C)cc1	2
O=C(CC1CC2CCC1C2)N1CCN(S(=O)(=O)c2ccccc2F)CC1 (stereo not drawn)	20
COc1ccc2cc(CO)n(C)c2c1	-1
O=C(COC(=O)/C=C/c1ccc(F)cc1)Nc1nnc(-c2ccccc2)o1	-2
O=C(CN1C(=O)NC(c2ccc(F)cc2)C1=O)Nc1ccc2c(c1)OCCO2 (stereo not drawn)	-2
COc1ccc(-c2c(C#Cc3ccsc3)c3cc(-c4ccc(C(N)=O)cc4)ccc3n2C)cc1	-1
CC(=O)C[C@H](O)CC(=O)[C@H]1OC(=O)CCCCC/C=C/Cc2ccccc21	-2
COc1ccccc1OCCNC(=O)CNC(=O)c1ccc(C(C)(C)C)cc1	-1
Cc1ccc(OC(C)C(=O)Nc2ccc(F)cc2)c([N+](=O)[O-])n1 (stereo not drawn)	25
CN(C)CCNc1oc(-c2ccccc2Cl)nc1S(=O)(=O)c1ccccc1	-1
O=C(OCC(=O)N1CCc2ccccc21)c1ccc([N+](=O)[O-])cc1	0
Cc1nc(-c2cccc(NC(=O)c3cccc(S(=O)(=O)N4CCCC4)c3)c2)cs1	2
COc1ccccc1N1CC(C(=O)Nc2nc(C)cs2)CC1=O (stereo not drawn)	-2
Cc1ccc(S(=O)(=O)N2CCOCC2)cc1NC(=O)CSc1nnc(NC2CC2)s1	-1
O=C(COC(=O)c1cc[n+]([O-])cc1)Nc1ccc(Cl)c(C(F)(F)F)c1	0
COC(=O)c1ccc(C)c(NC(=O)CSc2nc3[nH]c(=O)cc(O)c3s2)c1	-1
O=C(COC(=O)c1ccco1)Nc1ccc2[nH]c(=O)[nH]c2c1	-1
O=C1CCN(Cc2ccccc2)C=C1c1ccc(C(F)(F)F)cc1	-1
CSCC[C@H](NC(=O)c1cccc(S(=O)(=O)N2CCCCC2)c1)c1nc2ccccc2[nH]1	6
O=C(CNC(=O)Cc1ccccc1)NCc1cccs1	12
Cc1cc(C2CCCCC2)n(O)c(=O)c1	1
O=C(COc1ccc(F)cc1Cl)NC1CCCCCC1	-17
CC(Sc1cccc[n+]1[O-])C(=O)Nc1cc(Cl)c(Cl)cc1Cl (stereo not drawn)	3
Cc1cccc(C)c1NC(=O)CN(C)C(=O)C1=COCCO1	-2
COc1ccc([C@H]2CC(=O)C=C(c3ccc(CNC(=O)OC(C)(C)C)cc3)C2)cc1	-2
O=C(CCc1c[nH]c2ccccc12)NN1C(=O)NC2(CCCCC2)C1=O	1
O=C(COC(=O)/C=C/c1ccc(F)cc1)NC1CCCCCC1	-3
CC(OC(=O)c1cccc(S(=O)(=O)N2CCN(C)CC2)c1)C(=O)Nc1ccc(C(N)=O)cc1 (stereo not drawn)	-1
CN(CC(=O)Nc1ccccc1Cl)C(=O)CN1C(=O)C2CC=CCC2C1=O (stereo not drawn)	-1
COc1ccc(CCNC(=O)c2ccc(OCc3c(C)noc3C)c(OC)c2)cc1	-3
COc1ccc(S(=O)(=O)N2CCCCCC2)cc1C(=O)N1CCN(c2ccccc2C)CC1	1
O=C(O)C1CCCC[C@H]1C(=O)Nc1ncc([N+](=O)[O-])s1 (stereo partly drawn)	3
COc1ccccc1/C=C/C(=O)OCC(=O)N1c2ccccc2CC1C (stereo not drawn)	-2
Cc1cc(C)c(S(=O)(=O)N2CCN(C(=O)C3COc4ccccc4O3)CC2)c(C)c1 (stereo not drawn)	-3
Cc1nnc(NC(=O)c2ccc(F)c(S(=O)(=O)N3CCOCC3)c2)s1	2
COc1ccc(NC(=O)COC(=O)CC2CCCC2)cc1	-2
CCCCCCC[C@@H](C/C=C/CCC(=O)N(C)C/C(=C/Cl)C/C(=C\C(=O)N1CC(OC)=CC1=O)OC)OC	0
Cc1sc2nc(CN(CCc3ccccc3)C(=O)c3ccco3)[nH]c(=O)c2c1C	2
CC(=O)Nc1ccc(OCC(O)CNC(C)C)cc1 (stereo not drawn)	-1
CN(C(=O)CSc1cc(Cl)ccc1Cl)C1CCS(=O)(=O)C1 (stereo not drawn)	0
ClCc1c2ccccc2cc2ccccc12	-2
COc1ccc(-c2csc(NC(=O)CSCC(=O)Nc3cc(C)on3)n2)cc1	-2
CCN(C[C@H]1N[C@@](Cc2ccccc2)(C(=O)OC)[C@H]2C(=O)N(C)C(=O)[C@@H]12)C(=O)COC	0
Nc1ncnc2c1ncn2[C@@H]1O[C@H](CNCc2cn(CC(=O)NC3CC3)c3ccccc23)[C@@H](O)[C@H]1O	0
O=C(Nc1ccccc1)c1cc([N+](=O)[O-])ccc1N1CCCCC1	-2
CC1CN(S(=O)(=O)c2cc(C(=O)NCCCN3CCCC3=O)ccc2Cl)CC(C)O1 (stereo not drawn)	0
CCOC(=O)[C@H]1[C@H]2COc3ccc(Cl)cc3[C@@H]2N2C(=O)CN(CC3CCCO3)C(=O)[C@@]12C (stereo partly drawn)	-2
COc1ccc(Cl)cc1NC(=O)COC(=O)C1CCCCC1	-3
O=C(COC(=O)c1ccc(Cl)nc1)Nc1cc(S(=O)(=O)N2CCOCC2)ccc1Cl	-1
O=C(c1ccco1)N1CCN(C(=O)c2ccc(-c3ccccc3Cl)o2)CC1	2
The listing continues.
SMILES	GSK3A inh
COc1ccc(NC(=O)CCCN2C(=O)CN(C)C2=O)c(OC)c1	3
CCOC(=O)C1CCN(C(=O)/C=C/c2ccc(S(=O)(=O)N3CCOCC3)cc2)CC1	-3
CCCCn1c(N)c(N(CCOC)C(=O)CN2C(=O)C3CCCCC3C2=O)c(=O)[nH]c1=O (stereo not drawn)	-6
Cc1noc(C)c1S(=O)(=O)N(C)C[C@H]1Oc2c(NC(=O)Nc3ccc(C(F)(F)F)cc3)cccc2C(=O)N([C@H](C)CO)C[C@@H]1C	-3
O=C(NCc1ccc(F)cc1)c1cc2c(cc1Cl)N1CCCCCC1=NS2(=O)=O	-5
COc1ccc(OC)c(-c2csc(NC(=O)COC(=O)C3(C)CC3(Cl)Cl)n2)c1 (stereo not drawn)	-22
O=C(CCN1C(=O)C2CCCCC2C1=O)Nc1nc2c(F)cc(F)cc2s1 (stereo not drawn)	-1
C[C@H](NC(=O)c1ccc(C(C)(C)C)cc1)C(=O)N1CCN(C/C=C/c2ccccc2)CC1	-3
CCOC(=O)[C@H]1[C@H]2COc3ccc(Br)cc3[C@@H]2N2C(=O)c3ccc(F)cc3NC(=O)[C@@]12C	-1
C=CCC[C@@H](Cc1ccc(F)cc1)C(=O)OC[C@@H](Cc1ccccc1)NC(=O)[C@H](CC=C)CC(=O)NCCO	-1
CCOC(=O)c1c(C)[nH]c(C)c1C(=O)COC(=O)C1CC(=O)N(CCc2ccccc2)C1 (stereo not drawn)	0
O=C(N/N=C/c1ccccc1Br)c1cccc(S(=O)(=O)N2CCOCC2)c1	18
CCN(C(=O)COc1ccc(C(C)=O)cc1)c1cccc2ccccc12	1
CCOC(=O)c1c(C)[nH]c(C(=O)NNC(=O)c2ccccc2F)c1C	0
Cc1ccc(CNC(=O)COC(=O)c2ccc(Br)o2)cc1	-3
COc1ccc(C2=CC(=O)C[C@H](c3ccc4c(c3)OCO4)C2)cc1	-2
Cc1cccc(OCC(=O)OCC(=O)Nc2ccc(Cl)cn2)c1	-3
Cc1cc(-c2ccc(N=Nc3c(S(=O)(=O)O)cc4cc(S(=O)(=O)O)cc(N)c4c3O)c(C)c2)ccc1N=Nc1c(S(=O)(=O)O)cc2cc(S(=O)(=O)O)cc(N)c2c1O	32
Cc1nn(CC(=O)NCCCN2CCCC2=O)c(C)c1[N+](=O)[O-]	1
O=C(COC(=O)Cc1ccsc1)Nc1ccc(Br)cc1F	-3
C[C@H](CO)N1C[C@H](C)[C@@H](CN(C)C)Oc2c(NC(=O)CCCCCC(=O)Nc3ccccc3N)cccc2C1=O	-1
CSc1ncccc1C(=O)Nc1ccc2c(c1)OCCO2	-1
O=C1NC[C@@H](c2ccccc2)OC(=O)[C@@H](Cc2ccc(F)cc2)C/C=C\C[C@@H]1CC(=O)N(CCO)Cc1ccccc1	1
Cc1ccc(S(=O)(=O)Nc2ccc(F)cc2)cc1C(=O)N1CCOCC1	5
COCCN(C(=O)CSc1nc2ccccc2o1)c1c(N)n(Cc2ccccc2)c(=O)[nH]c1=O	0
CC(Sc1nnc(CN2CCCC2)n1Cc1ccccc1)C(=O)Nc1ccccc1 (stereo not drawn)	0
O=C(NCC(F)(F)F)c1ccc(S(=O)(=O)N2CCN(C(=O)C3CCCO3)CC2)cc1 (stereo not drawn)	-4
Cc1ccc2c(c1)[C@H]1[C@H](CO2)[C@H](c2ccccc2)[C@]2(C)C(=O)Nc3cc(F)ccc3C(=O)N12	-3
Cc1ccc(CONC(=O)c2ccc([N+](=O)[O-])cc2)cc1	-4
